ELG1 genotox = genotoxicity induction in ELG1-luciferase HEK293T cells. Potency, µM (titrated, usually from 46 µM), inactives show at the highest dose activity change, positive = activation, actives largely listed as activators. 1.3% of 330,000 active. HEK293T ELG1-luciferase reporter, luminescence, 16 h; further: % of control where 0% means no effect; nearly all actives have a fitted effect of over 60% in size
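Cells (2,000/well) expressing the ELG1-luciferase fusion are dosed by pin tool and kept 16 hr at 37 °C, 5% CO2. Signal comes from ONE-Glo luciferase reagent after 30 min at room temperature.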
p53 reactivator = restores transcriptional activity of mutant p53; 0.063% of 320,000 active; H1299 p53-A138V BP100-luciferase reporter, luminescence, 24 h; Potency, µM (top dose mostly 92.2 µM), inactives show top-dose activity change, positive = activation, usual class: activators; further: % of control where 0% means no effect; nearly all actives have a fitted effect of over 45% in size
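p53-null H1299 cells stably carrying temperature-sensitive p53-A138V and a BP100-luciferase reporter were pinned with compounds (4-point, 1:5 series) and held 24 hrs at 37 deg C. Luminescence was read 10 min after detection reagent.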
MBNL1 CUG block = blocks human MBNL1 binding to CUG repeat RNA; Potency, µM (top dose mostly 57.5 µM), for the others: at the highest dose activity change, negative = inhibition, actives largely listed as inhibitors; AID 2675; 0.036% of 280,000 active; TR-FRET MBNL1-His/biotin-(CUG)12 binding, 665/545 ratio; Q9NR56; active means well fitted inhibition curve with a large enough effect in the signal ratio, with a control signal flat, not every such curve was filed as active; inconclusive means small, poorly fitted or top-dose-only effect, or effect the other way, or a change in a side signal; inactive means no such curve, though single readings can be large or run the other way; the % refers to the signal ratio; further: on the % scale 0 is the no-effect control and ±100 the full control effect
Target sequence (Q9NR56 whole entry, looked up): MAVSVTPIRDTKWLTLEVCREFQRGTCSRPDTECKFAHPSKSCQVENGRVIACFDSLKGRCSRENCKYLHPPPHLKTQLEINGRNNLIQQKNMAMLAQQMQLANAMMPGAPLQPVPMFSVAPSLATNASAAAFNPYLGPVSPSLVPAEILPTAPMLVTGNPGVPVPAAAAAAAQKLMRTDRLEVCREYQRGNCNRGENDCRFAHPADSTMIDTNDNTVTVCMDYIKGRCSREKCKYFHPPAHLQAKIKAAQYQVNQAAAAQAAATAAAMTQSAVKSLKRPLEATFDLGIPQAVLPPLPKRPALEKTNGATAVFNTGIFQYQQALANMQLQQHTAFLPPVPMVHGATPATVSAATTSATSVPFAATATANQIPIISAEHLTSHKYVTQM
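MBNL1-His + Biotin-(CUG)12, cpd titration 92 nM–58 uM; Tb anti-His Ab 0.055 ng/ul, SA-XL665 5 nM (final); 60 min RT; ratiometric 665/545 nm, Ex 340 nm; normalized to buffer and full-complex controls.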
NPC1 prom act = NPC1 promoter activation; Potency, µM (doses to about 9.22 µM), for inactives: top-dose activation, usual class: activators; AID 485313; 2.4% of 320,000 active; Huh7 NPC1 promoter luciferase reporter, 24 h;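 further: % of control where 0% means no effect; nearly all actives have a fitted effect of over 60% in size; reporter is driven by a mutant NPC1 promoter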
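Readout is luciferase luminescence, reflecting NPC1 promoter activation in stably transfected Huh7 cells after 24 h compound exposure at 37 °C in reduced-serum medium with 10% FBS.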
BRCA1 expr up = activators of BRCA1 expression | AID 624202 | MCF7-BRCA1-FFLuc reporter, luminescence, 48 h; response scale: scaled: vehicle 0%, 10 µM genistein 100% | Potency, µM (highest dose often 46.1 µM), inactives show at the highest dose activation, most hits filed as activators | 1.1% of 380,000 active; further: nearly all actives have a fitted effect of over 80% in size; some results filed as inactive show a strong effect at the top dose
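MCF7-BRCA1-FFLuc cells, 2000/well in phenol-red-free MEM, attached 2 h then treated 48 h at 37 C. Luciferase luminescence read 15 min after reagent; normalized to genistein maximum activation (10microM) and DMSO, concentration-response fitted.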
FLuc counter = inhibits or activates purified firefly luciferase, miR-21 counter-screen; purified FLuc, Km substrates, luminescence inhibition; 6.9% of 360,000 active; AID 588342; Potency, µM (highest dose often 57.5 µM), inactives show at the highest dose activity change, negative = inhibition, most hits filed as inhibitors;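 further: plate controls were vehicle for no effect and reference inhibitor for full effect; nearly all actives have a fitted effect of over 55% in size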
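Purified P. pyralis luciferase, 10 nM final, with Km-level 10 uM D-luciferin and 10 uM ATP in 50 mM Tris acetate pH 7.5, 10 mM Mg acetate, 0.01% Tween-20, 0.05% BSA; 6-point qHTS titration about 60 µM downward; luminescence read.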
Rab9 prom act = activators of Rab9 promoter; AID 485297; Potency, µM (series often up to 9.22 µM), for the others: at the top dose activation, negative = inhibition, usual class: activators; 2.8% of 320,000 active; Huh7 Rab9 promoter-luciferase reporter, luminescence, 24 h; further: % of control where 0% means no effect; nearly all actives have a fitted effect of over 60% in size
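Promoter activation is measured as luciferase luminescence in Huh7 cells stably transfected with a Rab9 promoter–luciferase construct, following 24 h compound exposure at 37 °C and 10 min reagent incubation at ambient temperature.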
uPA surface inh = blocks generation of uPA at the cell surface; 0.31% of 330,000 active; AID 540303; Potency, µM (top dose mostly 38.3 µM), without a hit: at the top dose activity change, negative = inhibition, usual class: inhibitors; cell surface uPA generation assay, qHTS; active means well fitted inhibition curve with a large enough effect; inconclusive means small, poorly fitted or top-dose-only effect; inactive means no such curve, though single readings can be large or run the other way; tested in mouse RAW 264.7 cells; further: on the % scale 0 is the no-effect control and ±100 the full control effect; nearly all actives have a fitted effect of over 55% in size
RORg inh = inhibitors of mouse ROR gamma transcriptional activity. AID 2551. Drosophila S2 Gal4-RORgamma UAS-luciferase reporter, 20 h. 5.4% of 310,000 active. Potency, µM (doses to about 53.6 µM), for the others: at the highest dose activity change, negative = inhibition, usual class: inhibitors. P51450; further: on the % scale 0 is the no-effect control and ±100 the full control effect; nearly all actives have a fitted effect of over 60% in size
Target sequence (P51450 whole entry, looked up, the tested form may be a part): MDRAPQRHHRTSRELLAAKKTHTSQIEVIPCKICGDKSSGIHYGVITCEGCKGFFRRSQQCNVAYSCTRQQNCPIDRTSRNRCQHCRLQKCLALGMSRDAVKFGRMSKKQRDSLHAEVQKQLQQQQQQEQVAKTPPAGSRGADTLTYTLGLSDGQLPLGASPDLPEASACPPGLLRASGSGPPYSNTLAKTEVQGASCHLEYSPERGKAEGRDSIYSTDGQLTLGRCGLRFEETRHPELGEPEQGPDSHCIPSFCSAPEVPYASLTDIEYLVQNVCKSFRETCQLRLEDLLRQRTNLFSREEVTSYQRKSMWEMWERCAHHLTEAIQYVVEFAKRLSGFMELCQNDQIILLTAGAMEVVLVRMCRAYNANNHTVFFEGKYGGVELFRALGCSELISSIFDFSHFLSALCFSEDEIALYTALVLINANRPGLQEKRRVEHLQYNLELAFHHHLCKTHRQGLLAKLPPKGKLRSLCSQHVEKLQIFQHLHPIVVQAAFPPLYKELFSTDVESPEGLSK
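Read-out: Photinus luciferase luminescence; inhibitors lower reporter signal. Insect Schneider cells with Gal4-ROR gamma fusion under metallothionein promoter, UAS reporter; 700 uM final copper sulfate induction, 20 hr, ambient temperature.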
Gal4-VP16 FLuc = inhibits Gal4-VP16 luciferase reporter, ROR gamma counter-screen | Drosophila S2 Gal4-VP16 UAS-luciferase, luminescence, 20 h | Potency, µM (series often up to 53.6 µM), without a hit: at the top dose activity, negative = inhibition, usual class: inhibitors | 3.5% of 310,000 active;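 further: Gal4-VP16 expression switched on by copper sulfate through the metallothionein promoter; on the % scale 0 is the no-effect control and ±100 the full control effect; nearly all actives have a fitted effect of over 50% in size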
* marks the source's active call; other numbers are inactive results; ? = inconclusive; . = no result given; [ ] = dose if it differs, or a comment. Unless noted, the call rests on the fitted dose curve; in most records, active means well fitted curve in the direction sought with a large enough effect; inconclusive means small, poorly fitted or top-dose-only effect, or another doubt; inactive means no such curve, though single readings can be large; an effect the other way counts as inactive or inconclusive. Potency means the concentration at half of the fitted maximal effect.

no.	mol	ELG1 genotox	p53 reactivator	MBNL1 CUG block	NPC1 prom act	BRCA1 expr up
1	Cc1nnc(SCCN2C(=O)c3ccccc3C2=O)[nH]c1=O	-1%	-1%	8%	0%	-8%
2	O=C(NC(=S)NNC(=O)[C@H]1C[C@@H]1c1ccccc1)c1cccc(F)c1	15%	6%	6%	-6%	-12%
3	CCCNC(=S)N1CCC(C(=O)c2ccc(F)cc2)CC1	-4%	1%	-8%	2%	2%
4	Cc1ccc(OCCN2CCCC2)cc1	0%	.	-6%	-2%	20%
5	CN(C)c1ccc(C(=O)c2ccc(N(C)C)c(N)c2)cc1N	10%	15%	?	-3%	-39%
6	C/C(=N\O)c1c(O)cc(-c2ccccc2)n(-c2ccccc2)c1=O	-1%	6%	10%	1%	-2%
7	CCCOc1ccccc1C(=O)N(Cc1ccc(C)o1)C1CCS(=O)(=O)C1 (stereo unspecified)	0%	-6%	-6%	-5%	-4%
8	C/C(=N\Nc1nccnc1Cl)c1ccc(F)cc1	?	?	?	?	8.9µM*
9	COc1ccc2oc(=O)c(C(=O)NCC3CCCO3)cc2c1 (stereo unspecified)	?	?	?	-4%	26%
10	Cn1cc(C(=O)C(=O)N2CCc3ccccc32)c2ccccc21	?	3%	0%	3.2µM*	-12%

no.	FLuc counter	Rab9 prom act	uPA surface inh	RORg inh	Gal4-VP16 FLuc
1	3%	-3%	-3%	-23%	2%
2	5%	-1%	5%	11µM*	?
3	8%	-1%	-10%	6%	4%
4	0%	-1%	5%	.	.
5	-15%	-3%	-1%	0%[10 µM]	3%
6	1%	-5%	-7%	?	0%
7	1%	3%	3%	-9%	2%
8	24µM*	?	-6%	5.6µM*	2.8µM*
9	?	-4%	-2%	35%	-7%
10	1%	2.8µM*	-7%	-20%	0%

(further entries)
no.	mol	ELG1 genotox	p53 reactivator	MBNL1 CUG block	NPC1 prom act	BRCA1 expr up
11	COc1ccc(CCNC(=O)c2cc(C3CC3)on2)cc1OC	5%	1%	-8%	2%	17%
12	Cc1nc(NCc2ccc(S(N)(=O)=O)cc2)c2c(C)c(C)sc2n1	9%	-2%	-2%	-1%	-4%
13	O=C(O)Cc1ccc(NC(=O)c2ccc(Cl)c(Cl)c2)cc1	12%	0%	-4%	2%	-34%
14	Cc1ccnc(NC(=O)CCC2COc3ccccc3O2)c1 (stereo unspecified)	18%	?	3%	-2%	13%
15	O=C(Cc1ccc(F)cc1)NCCc1ccc(F)cc1	0%	-5%	-3%	3%	-9%
16	CCC(c1nnnn1C(C)(C)CC)N(CCCO)Cc1cc2cccc(C)c2[nH]c1=O (stereo unspecified)	-1%	-11%	16%	1%	-29%
17	O=C(O)c1ccccc1C(=O)NCCCn1ccnc1	0%	11%	8%	-4%	14%
18	O=C1NC(c2cc3c(cc2Cl)OCO3)Oc2ccccc21 (stereo unspecified)	0%	-6%	11%	-1%	3%
19	Cc1ccc(C(=O)Nc2c(C(=O)N3CCOCC3)cnn2-c2ccccc2)cc1	.	.	-14%	.	-14%
20	CC1CCN(C(=O)c2cc(-c3ccco3)on2)CC1	16µM*	21%	-4%	1.8µM*	23%

no.	FLuc counter	Rab9 prom act	uPA surface inh	RORg inh	Gal4-VP16 FLuc
11	-5%	0%	-7%	12%	7%
12	0%	-1%	-4%	-3%	0%
13	8.5µM*	-5%	-3%	?	?
14	-16%	-6%	4%	?	7%
15	-3%	0%	11%	0%	-11%
16	2%	-12%	-6%	-5%	-10%
17	-1%	0%	-2%	3%[1.91 µM]	1%
18	-1%	0%	0%	-1%	-6%
19	-4%	.	-2%	0%	-12%
20	13µM*	2.8µM*	-1%	6%	?

Going on with the list:
no.	mol	ELG1 genotox	p53 reactivator	MBNL1 CUG block	NPC1 prom act	BRCA1 expr up
21	COc1cccc(C(=O)O/N=C(\N)c2ccc([N+](=O)[O-])cc2)c1OC	?	?	?	?	?
22	CC1CCN(S(=O)(=O)c2ccc3[nH]c(=O)[nH]c3c2)CC1	5%	-3%	-1%	2%	2%
23	CCOC(=O)C1=NN(C(=O)Cc2ccccc2)C(O)(c2ccc(Cl)cc2)C1 (stereo unspecified)	1%	9%	-26%	-4%	-2%
24	CCSc1nnc(NC(=O)COc2cccc3ccccc23)s1	1%	0%	-2%	1%	5%
25	CCC(=O)c1ccc(OC(=O)N2CCOCC2)cc1	10%	22%	-5%	22%	87%
26	Cc1ccc(-c2ocnc2C(=O)Nc2ccccc2NC(=O)c2ccccn2)cc1	-19%	0%	-1%	0%	-46%
27	O=CNCC(=O)NC1CCCCCC1	0%	-20%	-1%	1%	-1%
28	CCOc1ccc(/C=N/NC(=O)CC(=O)NCc2ccccc2)cc1	1%	0%	7%	4%	37%
29	COc1ccccc1/C=C/C(=O)OCC(=O)NC1CCS(=O)(=O)C1 (stereo unspecified)	2%	-2%	.	.	-8%
30	COc1ccc(N2C(=O)C3C(C2=O)C2C=CC3C23CC3)c([N+](=O)[O-])c1 (stereo unspecified)	-3%	0%	26%	0%	5%

no.	FLuc counter	Rab9 prom act	uPA surface inh	RORg inh	Gal4-VP16 FLuc
21	11µM*	10%[1.84 µM]	-2%	-29%	-4%
22	0%	0%	1%	-1%	7%
23	0%	-3%	1%	5.6µM*	10µM*
24	0%	-2%	7%	8%	0%
25	-16%	24%	11%	0%	-2%
26	15µM*	1%	-1%	1.6µM*	11µM*
27	2%	6%	2%	-8%	5%
28	?	-4%	5%	-2%	-19%
29	.	.	-2%	.	.
30	-11%	3%	-1%	2%	6%

Next part:
no.	mol	ELG1 genotox	p53 reactivator	MBNL1 CUG block	NPC1 prom act	BRCA1 expr up
31	C/C(=N\NC(=O)c1ccc2ccccc2c1)c1cccnc1	?	15%	18%	?	10µM*
32	CN(C(=O)CSc1nnc(COc2ccccc2F)n1N)C1CCS(=O)(=O)C1 (stereo unspecified)	0%	-2%	.	2%	-10%
33	O=C(NCc1ccco1)c1ccc(NS(=O)(=O)c2cccc([N+](=O)[O-])c2)cc1	-2%	-2%	?	0%	12%
34	CN(Cc1ccccc1)C(=O)CCC1CCN(S(C)(=O)=O)CC1	1%	0%	-10%	1%	33%
35	CCOc1ccc(S(=O)(=O)Nc2ccc(S(=O)(=O)Nc3cc(OC)ccc3OC)cc2)cc1	-5%	2%	-3%	1%	7%
36	CCCCn1c(N)c(N(C)C(=O)c2cc3c(F)cccc3s2)c(=O)[nH]c1=O	3%	-1%	.	.	-7%
37	C/C(CC(=O)Nc1ccc(Cl)c(C(F)(F)F)c1)=N\NC(=O)c1cc2ccccc2cc1O	-7%	?	.	0%	-69%
38	COc1ccc(CNC(=O)CSc2n[nH]c(N)n2)cc1OC	3%	11%	2%	-7%	-6%
39	O=c1[nH]c2ccccc2nc1CCc1ccccc1	?	17%	.	?	42%
40	O=C(CN1C(=O)NC2NC(=O)NC21)N/N=C/c1ccc(F)cc1 (stereo unspecified)	-1%	18%	.	-3%	-1%

no.	FLuc counter	Rab9 prom act	uPA surface inh	RORg inh	Gal4-VP16 FLuc
31	19µM*	?	-10%	-22%	-1%
32	4%	-1%	2%	.	.
33	-13%	9%	0%	12%	17%
34	-5%	7%	3%	10%	-13%
35	2%	-2%	.	30%	6%
36	.	.	3%	.	.
37	?	0%	22%	?	?
38	1%	0%	-2%	-19%	5%
39	-9%	3.2µM*	3%	7%	0%
40	-2%	-2%	-13%	-21%	2%

7 records picked at random from the list so far, as already listed:
no.	mol	ELG1 genotox	p53 reactivator	MBNL1 CUG block	NPC1 prom act	BRCA1 expr up
32	CN(C(=O)CSc1nnc(COc2ccccc2F)n1N)C1CCS(=O)(=O)C1 (stereo unspecified)	0%	-2%	.	2%	-10%
36	CCCCn1c(N)c(N(C)C(=O)c2cc3c(F)cccc3s2)c(=O)[nH]c1=O	3%	-1%	.	.	-7%
38	COc1ccc(CNC(=O)CSc2n[nH]c(N)n2)cc1OC	3%	11%	2%	-7%	-6%
37	C/C(CC(=O)Nc1ccc(Cl)c(C(F)(F)F)c1)=N\NC(=O)c1cc2ccccc2cc1O	-7%	?	.	0%	-69%
35	CCOc1ccc(S(=O)(=O)Nc2ccc(S(=O)(=O)Nc3cc(OC)ccc3OC)cc2)cc1	-5%	2%	-3%	1%	7%
39	O=c1[nH]c2ccccc2nc1CCc1ccccc1	?	17%	.	?	42%
31	C/C(=N\NC(=O)c1ccc2ccccc2c1)c1cccnc1	?	15%	18%	?	10µM*

no.	FLuc counter	Rab9 prom act	uPA surface inh	RORg inh	Gal4-VP16 FLuc
32	4%	-1%	2%	.	.
36	.	.	3%	.	.
38	1%	0%	-2%	-19%	5%
37	?	0%	22%	?	?
35	2%	-2%	.	30%	6%
39	-9%	3.2µM*	3%	7%	0%
31	19µM*	?	-10%	-22%	-1%

Screening data as filed in PubChem.
